KLF5 inh – suppresses KLF5 promoter-driven expression. DLD-1 KLF5 promoter-luciferase reporter, luminescence. inhibition, % at 5 µM. 290,000 compounds, 0.23% hits. AID 1700;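 active means inhibition above a per-plate limit of that plate's mean compound inhibition plus 3 SD, cut at about 60% in these data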;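 further: 0% = DMSO wells and 100% = LY294002 at 200 µM; higher means less KLF5 promoter-driven luciferase light; inactives centre near -14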
Platelet DG rel – modulates dense granule release in human platelets; inhibition, %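 (compounds screened at 7.5 µM in platelet-rich plasma)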; human platelet-rich plasma, SFLLRN dense granule ATP release, luminescence; 300,000 compounds, 0.22% hits;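 active means mean replicate score, as percent of positive control, at or above 50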
HSF1 activator – increases HSF-1 driven luciferase reporter signal. activation, % at 9 µM. 300,000 compounds, 1.7% hits. NIH3T3-HGL HSF-1 luciferase reporter, MG132, 8 h; 100% = twice DMSO control signal;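 active means mean replicate activation of at least 50% with a set share of replicates each reaching 50%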;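 further: 0% = median of the neutral control wells and 100% = twice that signal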
aSyn 5UTR inh – MLPCN primary screen, SNCA 5' untranslated region; inhibition, % (tested at 7.5 µM); 300,000 compounds, 0.82% hits; alpha-synuclein 5'UTR reporter, inhibitor activity; in the data active means inhibition above about 60%;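 further: H4 neuroglioblastoma cells stably carrying SNCA 5'UTR luciferase fusion; 0% = DMSO wells and 100% = positive control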
IEC-6 cytotox – IEC-6 cytotoxicity, counter-screen for KLF5 inhibitors; luminescence viability; inhibition, % at 5 µM; 290,000 compounds, 0.78% hits; in the data active means inhibition above about 22%;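 further: 0% = plate median of test compound wells and 100% = cytotoxic reference compound wells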
HSF1 inh – HSF1 inhibition. AID 2098. NIH3T3-HGL HSE-luciferase, MG132-induced, luminescence 8 h; active compounds read low. 300,000 compounds, 0.77% hits. activity change, negative = inhibition, % at 7.5 µM (by protocol);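 active means more than half of replicate wells show activity change below -50%, luminescence cut by over half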;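 further: luciferase reports HSF-1 transcriptional activity via heat shock element; 0% = median of DMSO wells and -100% = zero luminescence signal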
AI-2 QS mod – Vibrio harveyi AI-2 quorum sensing modulation; activity change, % at 7.5 µM; Vibrio harveyi JMH597 AI-2 luminescence/OD600 ratio, 9 h; active compounds read low; strain lacks LuxN and CqsS sensors; 0 = neutral-control median; AID 2094; 300,000 compounds, 0.4% hits; in the data active means activity change below about -75%, passing the limit was not always enough;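 further: luminescence divided by OD600 gain over 9 h not by final OD600 alone; inactives centre near 13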
HSP90 inh – HSP90 refolding inhibition in rabbit reticulocyte lysate; inhibition, % at 5.6 µM; luciferase refolding luminescence, 3 h; 290,000 compounds, 0.91% hits;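 active means inhibition above the screen-wide mean plus 3 SD, computed separately per campaign, cut at about 16% in these data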;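 further: 0% = DMSO wells and 100% = 60 µM geldanamycin wells; inhibitors lower the luminescence because luciferase stays unfolded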
HDAC3 inh – human HDAC3 inhibition; O15379; recombinant HDAC3, fluorogenic peptide/trypsin coupled, fluorescence; inhibition, % at 8.3 µM; 320,000 compounds, 0.15% hits; in the data active means inhibition above about 26%, passing the limit was not always enough
Target sequence (O15379 whole entry, looked up): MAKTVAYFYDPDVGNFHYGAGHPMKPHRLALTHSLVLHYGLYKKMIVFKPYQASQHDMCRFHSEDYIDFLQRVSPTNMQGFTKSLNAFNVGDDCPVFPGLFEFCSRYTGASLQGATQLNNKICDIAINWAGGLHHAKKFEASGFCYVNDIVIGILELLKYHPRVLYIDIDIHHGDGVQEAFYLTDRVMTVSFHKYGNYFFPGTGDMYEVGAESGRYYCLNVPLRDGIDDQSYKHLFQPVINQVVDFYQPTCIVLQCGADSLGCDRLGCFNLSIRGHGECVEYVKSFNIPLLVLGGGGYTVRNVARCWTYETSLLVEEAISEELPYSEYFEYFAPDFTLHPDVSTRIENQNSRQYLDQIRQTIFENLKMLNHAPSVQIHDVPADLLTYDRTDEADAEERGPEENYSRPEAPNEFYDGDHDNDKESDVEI
HIF activator – HIF pathway transcriptional activation; U2OS HRE-luciferase reporter, luminescence; normalized: DMSO 0%, desferrioxamine 100%; activation, % at 7.5 µM (by protocol); 300,000 compounds, 0.32% hits;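 active means mean activation of at least 10% of the iron chelator positive control signal, with at least half of replicates also reaching 10%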
The depositor's hits bear a star; . = no result given.

SMILES	KLF5 inh	Platelet DG rel	HSF1 activator	aSyn 5UTR inh	IEC-6 cytotox	HSF1 inh	AI-2 QS mod	HSP90 inh	HDAC3 inh	HIF activator
COc1ccc2c(c1)CC/C(=C\c1ccc(OC)c(Cn3nc(C)cc3C)c1)C2=O	-33	1	18	-24	2	3	4	3	2	2.6
CCN(CC)C(=O)CN1CCC(n2c(C)nc3cc(C(F)(F)F)ccc32)CC1	-2	-2	-10	4	5	3	12	0	1	-0.2
CN(CC1COc2ccccc2O1)C(=O)c1cc(COc2c(F)cccc2F)on1 (stereo unspecified)	-24	-9	0	-4	-2	0	-3	3	3	0.1
CCC(C)(C)n1nnnc1C(c1cc2cc3c(cc2[nH]c1=O)OCO3)N1CCCCC1 (stereo unspecified)	-19	18	-1	33	0	-3	.	4	8	-0.4
O=C1CCC(c2ccccc2)(C2CCN(Cc3ccccc3)CC2)C(=O)N1 (stereo unspecified)	.	-1	4	-5	.	0	19	.	-11	0.6
Cc1ccc2c(c1)N(CCCC(=O)Nc1cccc(C(F)(F)F)c1)C(=O)CO2	-9	13	10	-13	5	6	39	0	1	2.8
Cc1ccc(C)n1-n1c(C)nc2sc3c(c2c1=O)CCCCC3	-28	11	-7	-16	-4	2	21	4	3	0.4
CCCNC(=O)c1cccc(COCC(F)(F)F)c1	3	-2	-69	8	-2	-63*	7	2	-3	0.6
COc1ccc(N(CC(=O)NC2CCCCC2)S(=O)(=O)c2c(C)[nH]c(=O)[nH]c2=O)cc1	-22	-19	1	18	2	4	14	0	0	-0.4
O=C(c1ccccc1F)N1CCN(S(=O)(=O)c2ccc3ccccc3c2)CC1	-10	3	-8	-12	-3	-11	17	-2	3	-0.9
COc1nc(NC(C)=O)nc(C)c1Br	-21	5	-1	-34	1	2	-3	4	-1	-1.1
COc1ccc(N2CCN(C(=O)COC(=O)c3oc4ccc(OC)cc4c3C)CC2)cc1	.	16	1	7	.	-2	8	.	1	-0.2
COc1ccc(-c2csc(Nc3ccc(S(N)(=O)=O)cc3)n2)cc1	-29	2	-11	35	2	1	31	2	8	0.2
Cc1ccc(S(=O)(=O)N2CCN(c3ccnc4cc(Cl)ccc34)CC2)cc1C	-18	5	19	31	0	9	41	1	-3	-0.1
CC(C)(C)OC(=O)N1CCC[C@H]1c1nnc(SCC(=O)Nc2cccc(Cl)c2)o1	-21	11	0	-5	-2	-4	28	-3	7	2.1
COc1cc(C(=O)OC2CC3CCC2(C)C3(C)C)ccc1OC(C)=O (stereo unspecified)	-27	-4	6	-34	4	3	60	0	9	0.6
O=Cc1cnc2ccccc2c1-c1ccccc1	-19	12	-1	9	6	-5	3	-3	-2	-0.8
O=C(NC1CCCCC1)[C@@H]1CC=C[C@@H]2CCN(C3CCCCC3)C(=O)[C@@H]21	.	-1	-10	-13	.	-1	-1	.	5	-0.3
CC(C)(C)C1C/C(=C/c2ccco2)C(=O)/C(=C/c2ccco2)C1 (stereo unspecified)	-14	.	.	.	2	.	.	4	7	.
CCc1cc2c(=O)n3c(nc2s1)-c1[nH]c2ccc(OC)cc2c1CC3	-13	-5	6	-103	-10	12	21	-5	-1	1.7
CCOC(=O)c1ccc2ncc(C(=O)OCC)c(NCCCN3CCOCC3)c2c1	-18	7	0	12	5	11	12	2	-4	-0.7
COC(=O)C(C)NC(=O)C(C)NC(=O)OCc1ccccc1 (stereo unspecified)	-18	5	-4	25	0	-4	18	2	1	0.1
CCc1cc2c(NCc3ccccc3)nc(C)nc2s1	-27	2	13	-1	3	3	26	0	6	-0.4
CCOC(=O)c1sc2ccc(S(=O)(=O)N3CC(C)CC(C)C3)cc2c1N (stereo unspecified)	6	4	2	33	-4	2	36	-3	.	-1.0
O=C(CSc1nc2c(c(=O)n1-c1ccccc1)SCC2)NCC1CCCO1 (stereo unspecified)	-22	0	-3	2	-2	-5	33	-1	-2	-0.4

An excerpt from above in order of the KLF5 inh value, high to low:
canonical_smiles | KLF5 inh | Platelet DG rel | HSF1 activator | aSyn 5UTR inh | HSF1 inh | AI-2 QS mod | HSP90 inh | HDAC3 inh
CCN(CC)C(=O)CN1CCC(n2c(C)nc3cc(C(F)(F)F)ccc32)CC1 | -2 | -2 | -10 | 4 | 3 | 12 | 0 | 1
COc1nc(NC(C)=O)nc(C)c1Br | -21 | 5 | -1 | -34 | 2 | -3 | 4 | -1
CN(CC1COc2ccccc2O1)C(=O)c1cc(COc2c(F)cccc2F)on1 (stereo unspecified) | -24 | -9 | 0 | -4 | 0 | -3 | 3 | 3

Next section.
SMILES	KLF5 inh	Platelet DG rel	HSF1 activator	aSyn 5UTR inh	IEC-6 cytotox	HSF1 inh	AI-2 QS mod	HSP90 inh	HDAC3 inh	HIF activator
COc1ccc(S(=O)(=O)CCC(=O)NCCc2ccc(Cl)cc2)cc1	-30	-2	1	5	7	0	19	1	-4	0.3
COc1cccc(NC(=O)CCC2CCN(C(=O)c3cncs3)CC2)c1	-22	-11	21	0	2	6	24	-5	-3	-0.5
Cc1ccc(NC(=O)COC(=O)CCc2ccc(S(=O)(=O)N3CCOCC3)cc2)c(C)c1	-31	3	-4	-14	0	-1	10	-1	4	-0.5
Cc1ccc(S(=O)(=O)NCCC(=O)NC(C)CCc2ccccc2)cc1 (stereo unspecified)	.	-16	-3	0	.	0	6	.	.	-0.2
Nc1nc(NCC2CCCO2)nc(NCC2CCCO2)c1[N+](=O)[O-] (stereo unspecified)	-21	-1	2	22	-2	-1	12	-3	-2	-0.3
O=C(C1=C(O)C(=O)N(CCCN2CCOCC2)C1c1ccncc1)c1cc2ccccc2o1 (stereo unspecified)	-12	1	1	18	-3	-7	10	5	.	0.1
CCN(/N=C/c1ccc(N(C)C)cc1)c1nc2ccccc2[nH]1	7	-2	21	-15	1	-4	9	-3	.	0.4
Cc1cc(C(=O)CSc2nnc(Cc3ccccc3)o2)c(C)n1Cc1ccc2c(c1)OCO2	-2	-2	4	-5	-5	6	49	-1	-8	-0.5
c1ccc(COc2ccc(-c3csnn3)cc2)cc1	-50	17	44	-185	2	22	-1	-4	2	1.3
CC(C)(C)C(=O)Nc1cccc(C(=O)Nc2cc(C(=O)O)cc(C(=O)O)c2)c1	33	10	-20	0	-8	-6	10	-3	6	0.0
O=C(NCc1cccs1)C(=O)c1c[nH]c2ccccc12	-37	5	18	-123	-3	12	-92*	4	5	0.9
O=C(COC(=O)c1c2c(nc3ccccc13)CCCCC2)c1ccc(Cl)s1	-24	-6	19	-16	0	9	17	0	.	-0.1
O=C(O)c1c[nH]c2c(C(F)(F)F)cccc2c1=O	-43	-4	-2	-14	0	2	22	5	-2	-0.1
Cc1cc(NC(=O)c2cccs2)ncc1NC(=O)C(C)C	-122	29	9	-145	5	12	7	5	-1	2.0
O=C(COc1ccc(Cl)cc1[N+](=O)[O-])NC1CCCCC1	-132	2	4	-119	-3	0	3	-5	0	2.7
COc1ccc(-c2nc3c(n2O)CCC/C3=N\O)cc1	-15	-1	17	-21	-2	6	20	-2	0	-0.7
Cc1nn(-c2ccccc2)c(C)c1/C=N/NC(=O)CSc1nnc(SCc2cccc3ccccc23)s1	-33	2	47	-43	-6	33	-3	-2	5	2.1
Cc1cc(/C=N/NC(=O)c2ccncc2)c(C)n1-c1ccccc1	-14	5	7	-47	0	0	3	6	2	0.2
COc1ccc(C2=NOC(CNC(=O)c3ccccc3Br)C2)c(OC)c1 (stereo unspecified)	-30	0	3	-9	-2	-1	15	-2	-5	-0.5
C=CCOc1cccc(C2C(C(=O)c3ccco3)=C(O)C(=O)N2Cc2ccco2)c1 (stereo unspecified)	8	11	10	-1	-12	4	21	4	1	0.5
Nc1nonc1-n1nnc(C(=O)N/N=C/C2CCCCC2)c1-c1ccccc1	-6	14	1	0	6	2	6	1	-4	-0.4
CC(C)CC1NC(=S)N(C2CCCCC2)C1=O (stereo unspecified)	1	3	9	16	-5	-1	-12	0	4	-0.2
O=C(CSc1nnc(CNC(=O)c2ccc(F)cc2)o1)NCCc1ccccc1	-13	-20	6	-1	5	-6	10	-1	4	-0.2
Cc1nc(C(F)(F)F)nc(Nc2ccc(N=Nc3ccccc3)cc2)c1C#N	-25	-1	12	-3	-2	-2	37	4	3	2.1
Cc1c(CC(=O)N[C@@H](C)C(=O)O)c(=O)oc2cc3oc4c(c3cc12)CCCC4	-53	0	-6	6	1	-11	18	5	-1	0.3

(continued)
SMILES	KLF5 inh	Platelet DG rel	HSF1 activator	aSyn 5UTR inh	IEC-6 cytotox	HSF1 inh	AI-2 QS mod	HSP90 inh	HDAC3 inh	HIF activator
CCc1nnc(NC(=O)C2Cc3ccccc3CN2S(=O)(=O)c2ccc(C)cc2)s1 (stereo unspecified)	-16	-1	58*	-81	8	25	22	-3	-1	2.0
Cc1ccc(C(=O)C2=C(O)C(=O)N(Cc3ccco3)C2c2ccc(N(C)C)cc2)o1 (stereo unspecified)	-42	-35	2	-10	0	4	18	9	4	0.3
CC(=O)c1cccc(N2C(=NC(=O)C3CC3)SC3CS(=O)(=O)CC32)c1 (stereo unspecified)	-23	-2	0	1	-6	-1	17	-2	-2	-0.3
CC(=O)Nc1ccc(NC(=O)C(C)OC(=O)c2cc(S(=O)(=O)N(C)C)ccc2N2CCCC2)cc1 (stereo unspecified)	.	6	16	9	.	-4	13	.	-1	-31
O=C(O)c1nn(CCSc2ccccc2F)c(=O)c2ccccc12	-19	-7	42	12	9	13	-10	2	-2	0.4
O=C(Nc1ccc(N2CCN(c3ccc(C(F)(F)F)cn3)CC2)nc1)c1cccs1	-32	6	45	-24	1	11	19	4	1	0.0
CCOC(=O)c1c(C)[nH]c(C(=O)C(C)Sc2ccc(Cl)cc2)c1C (stereo unspecified)	-21	2	41	-97	7	23	-6	0	5	0.6
Cc1ccc([N+](=O)[O-])cc1N=Cc1ccc(Br)s1	-13	1	-6	5	5	3	.	0	-9	0.2
Cn1c(=O)oc2cc(S(=O)(=O)N3CCC4(CC3)OCCO4)ccc21	-23	-10	-1	-19	-5	-6	12	-4	-7	0.2
Cn1cc(C[C@H](NC(=O)OC(C)(C)C)C(=O)N[C@H](CO)Cc2ccccc2)c2ccccc21	.	-2	5	-4	.	6	20	.	3	1.6
Cc1ccccc1CN1C(=O)CS/C1=N/N=C/c1ccco1	-2	11	23	-15	3	-1	8	1	-1	-0.6
Clc1ccc(CSCCc2ccncc2)cc1	-17	-10	2	-15	-2	-6	-70	4	3	0.0
CCN(CC)c1ccc(C(=O)NNC(=O)c2cccn2C)cc1	.	-7	55*	-115	.	18	16	.	4	-16
O=C(CN1CCOCC1)Nc1cccc(Br)c1	4	-9	-7	-15	-5	-6	6	0	4	-0.1
COc1cccc2sc(Nc3nc(-c4cc5ccccc5oc4=O)cs3)nc12	4	0	-4	12	6	-2	-4	-1	4	0.7
CCCS(=O)(=O)N1CCN(Cc2ccccc2OCC)CC1	-24	-5	9	-1	-3	-4	4	6	2	0.3
O=C(Nc1cccc(F)c1)c1ccc(CSc2ccccc2)o1	-41	-7	38	-121	6	15	-6	0	9	1.6
CCCCOc1ccc(C(C)NC(=O)CCS(=O)(=O)Cc2ccccc2F)cc1 (stereo unspecified)	-2	4	27	-4	-5	2	17	-7	12	-0.2
CC(C)CN1CCN(Cc2cc(F)ccc2-n2cccn2)CC1CCO (stereo unspecified)	-6	1	-1	10	7	-6	-1	0	0	-0.2
CC(Oc1ccccc1)C(=O)Nc1oc(-c2ccco2)c(-c2ccco2)c1C#N (stereo unspecified)	-8	8	0	25	-16	-11	13	2	5	-0.6
